Rpn11 inh: blocks the human proteasome subunit Rpn11; 360,000 tested, 0.59% active; human 26S proteasome, Ub4-pepOG fluorescence polarization; 20S core pre-blocked with epoxomicin; calls only at 20 µM;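 active = inhibition at 20 µM, scaled to each plate's controls, above about 33%, limit read from the data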
Target sequence (O00487 whole entry, looked up): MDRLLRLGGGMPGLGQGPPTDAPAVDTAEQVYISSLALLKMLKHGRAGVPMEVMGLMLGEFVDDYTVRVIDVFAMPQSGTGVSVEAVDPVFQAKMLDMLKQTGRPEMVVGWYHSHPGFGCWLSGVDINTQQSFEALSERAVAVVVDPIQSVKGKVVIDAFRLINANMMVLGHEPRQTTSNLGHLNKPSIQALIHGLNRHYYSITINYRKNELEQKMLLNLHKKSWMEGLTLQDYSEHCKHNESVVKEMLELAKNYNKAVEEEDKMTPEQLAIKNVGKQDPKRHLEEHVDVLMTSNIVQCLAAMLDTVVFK
MsrA inh: inhibits bovine methionine sulfoxide reductase A. inhibition, % at 15.5 µM. 360,000 tested, 0.75% active. purified bovine MsrA, absorbance read-out; in the data active = inhibition above about 4.5%;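 note: 0% = vehicle wells with enzyme and 100% = reference inhibitor wells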
Rin1 Abl inh: inhibitors of human Rin1-Abl protein interaction. P00519+Q13671. TR-FRET Rin1/Abl binding, biochemical. inhibition, % at 7.35 µM. 360,000 tested, 0.4% active. AID 588664; in the data active = inhibition above about 5%, passing the limit was not always enough
eLon inh: E. coli protease La inhibition; inhibition, % at 7.94 µM; 360,000 tested, 0.42% active; purified E. coli Lon protease, fluorescence polarization; P0A9M0; in the data active = inhibition above about 13%, passing the limit was not always enough;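 note: 0% = enzyme with probe and DMSO and 100% = no enzyme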
CSN deneddyl inh: CSN deneddylation inhibition | inhibition, % at 12.5 µM | Purified CSN, SCF-Nedd8-OG deneddylation, fluorescence polarization | AID 651999 | 360,000 tested, 0.38% active;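 active = pattern-corrected inhibition above about 35%, with an unprinted fluorescence ratio check between 0.5 and 1.5, limit read from the data, passing the limit was not always enough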;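 note: 0% = enzyme with substrate and 100% = substrate without enzyme; some results filed as inactive read as strong as hits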
Target sequence (Q92905 whole entry, looked up, one chain of several): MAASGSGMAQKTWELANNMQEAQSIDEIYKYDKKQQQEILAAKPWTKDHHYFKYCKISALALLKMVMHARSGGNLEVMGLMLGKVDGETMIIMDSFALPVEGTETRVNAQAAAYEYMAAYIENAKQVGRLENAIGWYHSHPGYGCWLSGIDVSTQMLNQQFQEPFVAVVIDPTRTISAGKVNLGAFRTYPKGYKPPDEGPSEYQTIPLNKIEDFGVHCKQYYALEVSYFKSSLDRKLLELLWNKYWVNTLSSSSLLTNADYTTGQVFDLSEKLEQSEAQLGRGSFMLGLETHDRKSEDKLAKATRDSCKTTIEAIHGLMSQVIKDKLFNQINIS
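Assay system: purified human Csn5 enzyme expressed in HEK293T cells; measure: % inhibition; also added: SCFSkp2-Nedd8OG substrate at 10 nM final; technique: fluorescence polarization; times: reaction 90 min, room temperature; medium: Tris buffer pH 7.5, NaCl, DTT, Tween-20, trehalose, ovalbumin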
FAS TE block: FAS thioesterase (human) inhibition; P49327; recombinant FAS-TE, OMFH fluorogenic substrate, fluorescence endpoint; inhibition, % at 15 µM; 360,000 tested, 0.67% active;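 active = compounds whose normalised, plate-corrected inhibition of enzyme fluorescence in the single-dose primary screen is 50% or more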;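 note: 0% = DMSO with enzyme and 100% = substrate without enzyme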
MT1-MMP act inh: inhibitors of human MT1-MMP activation | HT1080 RFP-PRO-GFP cells, GFP/RFP ratio fluorescence, overnight; percent of plate control window, DMSO zero | GFP/RFP ratio change, % at 20 µM | 360,000 tested, 0.061% active;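 active = GFP/RFP ratio change of at least 30% with cell ATP level not reduced by more than half and red fluorescence within 50% of control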; note: strong numbers were not always called active
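Material: RFP-PRO-GFP reporter HT1080 cells. Dosing: single-point 20 µM compound, 1% DMSO. Controls: DMSO and RFP-L50D-GFP cell wells. Timing: cells overnight before dosing, compound overnight, 37 °C, 5% CO2. Measure: GFP/RFP fluorescence ratio.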
MsrA act: activators of bovine methionine sulfoxide reductase A; purified bovine MsrA, absorbance read-out; activation, % at 10.6 µM; 360,000 tested, 0.3% active; AID 602163; in the data active = activation above about 7.5%;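 note: 0% = vehicle and 100% = reference activator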
PABP1 MLLE inh: inhibitors of microRNA-mediated deadenylation, human PABP1 MLLE binding; P11940; GST-MLLE / FITC-PAM2 fluorescence polarization; inhibition, % at 20 µM; 360,000 tested, 0.36% active; AID 588489; in the data active = inhibition above about 35%, passing the limit was not always enough;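 note: plate controls were DMSO wells with GST-MLLE for no effect and wells lacking GST-MLLE protein for full effect; some results filed as inactive read as strong as hits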
The depositor's hits bear a star; i = inactive; . = not tested or not shown.

SMILES	Rpn11 inh	MsrA inh	Rin1 Abl inh	eLon inh	CSN deneddyl inh	FAS TE block	MT1-MMP act inh	MsrA act	PABP1 MLLE inh
Cc1cc(CN2C(=O)c3ccccc3C2=O)cc(N2CCOCC2)c1	i	-0.3	2	6	7	4	7	1	3
c1cc2c3c(cccc3c1)NC(c1ccc3c(c1)OCO3)N2	i	2.1	-2	-3	0	13	2	-4	-6
C[C@]12CC[C@@H]3c4ccc(O)cc4CC[C@H]3[C@@H]1CC[C@@H]2OC(=O)CCC1CCCC1	i	0.6	3	2	1	21	1	0	-14
CCCCn1c(=O)[nH]c(=O)c2c1nc(-c1ccc(OCCC)c(OCC)c1)n2CCOC	i	-0.4	-1	2	-4	5	0	-6	7
Cc1cccc(NC(=O)CCC(=O)N/N=C/c2cc([N+](=O)[O-])ccc2O)c1	i	1.5	-4	2	-6	39	3	-7	9
O=C(COC(=O)c1ccc(-c2ccc([N+](=O)[O-])cc2)o1)NC(=O)NC1CCCCC1	i	1.0	2	2	-12	21	3	-5	0
CCC1(c2ccc(F)cc2)NC(=O)N(CC(=O)N2CCc3ccccc32)C1=O (stereo not given)	i	-0.6	-1	-16	-6	4	1	-1	1
COc1cc(=O)oc(-c2ccccc2)c1C(C)=O	i	-0.1	-2	12	3	-2	1	-2	-6
CC(Sc1nc2ccccc2c(=O)n1CC1CCCO1)C(=O)NC(C)c1ccccc1 (stereo not given)	i	-0.5	1	-12	1	-3	-1	-4	7
Cc1[nH]n(-c2ccc([N+](=O)[O-])cc2)c(=O)c1C=NCCc1ccc(S(N)(=O)=O)cc1	i	3.5	3	-6	3	0	0	-8	14
N/C(=N\OC(=O)C1CCCCC1)c1cccc(Br)c1	i	.	-1	-2	2	5	-2	1	4
COc1ccccc1OCC(=O)NCC(C)NC(=O)COc1ccccc1OC (stereo not given)	i	0.4	2	2	-1	-6	2	-4	6
Cc1ccc2nc(-c3ccccn3)c(Nc3ccccc3C)n2c1	i	-0.1	-2	-9	-2	12	-6	-3	14
COc1ccc(C(=O)N2CCCCCC2)cc1S(=O)(=O)N1CCOCC1	i	-1.1	2	0	2	-4	-5	-1	-15
CC(C)(CNC(=O)c1ccc([N+](=O)[O-])c(Cl)c1)CNC(=O)c1ccc([N+](=O)[O-])c(Cl)c1	i	0.9	-2	-7	1	56*	4	-6	-16
O=C(Nc1ccc2c(c1)oc1ccccc12)C1CC1	i	2.2	-1	-7	-1	9	5	-5	0
O=C(C1CCC(=O)N(C2CCCC2)C1)N1CCC(Oc2ccccc2Cl)CC1 (stereo not given)	i	0.4	1	-5	-4	-6	0	-3	-5
O=C1c2ccccc2C(=O)N1CCCSc1nc2ccccc2o1	i	1.0	1	-4	-2	29	8	1	7
O=C1NC(c2ccc(O)cc2)Nc2ccccc21 (stereo not given)	i	1.3	0	5	1	-4	1	7	-14
CCc1nc(NCCN2CCOCC2)c(C#N)c2c1CCCC2	i	0.1	5	-2	-3	-8	6	-13	4
COC(=O)c1ccccc1S(=O)(=O)N1CCC(C(=O)OC(C)C(=O)NC(N)=O)CC1 (stereo not given)	i	1.9	1	1	2	-9	-2	-10	-6
O=c1c(C=NCC2CCCO2)c(-c2ccccc2)[nH]n1-c1ccc([N+](=O)[O-])cc1 (stereo not given)	i	0.2	0	-1	4	28	4	-3	1
Cc1cc(C)n2nc(SCC(=O)N3CCOCC3)nc2n1	i	0.5	4	-4	-1	-1	-2	-10	-4
COc1ccc(NC(=O)C2OCCc3ccccc32)c(OC)c1 (stereo not given)	i	-0.1	-2	2	4	0	-2	-14	-2
CCc1ccc(-c2nc3ccc(Br)cc3c(C(=O)O)c2C)s1	i	3.5	-21	2	-4	-2	3	-6	0
COc1ccc(C2SCCN2S(=O)(=O)c2ccc(NC(C)=O)cc2)cc1 (stereo not given)	i	0.5	-1	-6	0	5	1	-1	1
Cc1ccc(SCC(=O)Nc2nccs2)cc1	i	-0.1	-1	2	-1	-1	3	-7	12
CC(C)CCC1CC(CSC(=N)N)OC1=O (stereo not given)	i	-0.1	4	3	3	-7	2	-10	28
CC(c1ccco1)N(C(=O)COc1ccc(Cl)cc1)c1ccccn1 (stereo not given)	i	0.1	-5	-6	-5	-6	-6	-2	-1
CC(=O)Nc1cccc(NC(=O)CN2c3cccc4cccc(c34)S2(=O)=O)c1	i	1.0	0	-8	-1	-5	3	-4	-7
O=C(CCC1CCCC1)NCCCNC(=O)CCC1CCCC1	i	-1.0	-1	-4	3	3	-1	-1	0
COCCCNc1nc2c(c(=O)n(Cc3cccc(Br)c3)c(=O)n2C)n1C	i	0.1	-1	-4	-3	1	3	-1	-1
CCOC(=O)c1cc(NC(=O)c2ccc(C)cc2)c(=O)oc1C(F)(F)F	i	-0.9	4	-7	5	-5	-2	-10	1
Cn1c(/C=N/Nc2nc3ccccc3[nH]2)nc2ccccc21	i	4.9*	0	-2	-8	-1	12	-1	-53
Cc1cc(OC(C)C(=O)NC2CC(C)(C)NC(C)(C)C2)c2c(C)c(C)c(=O)oc2c1 (stereo not given)	i	0.8	-6	-3	-7	-10	2	-4	-9
CCCCN1CC[C@H]2C=CC[C@@H](C(=O)N3CCN(c4ccccc4)CC3)[C@H]2C1=O	i	-0.4	0	0	-3	-4	4	1	-1
Cc1cc(C)cc(NC(=S)Nc2ccc3cn[nH]c3c2)c1	i	-0.8	3	-8	8	-10	5	-1	13
CCCc1nnc(SCC(=O)Nc2cccc(Cl)c2Cl)o1	i	-0.4	2	-5	-1	-1	0	1	-2
Cc1ccc(NC(=O)c2cccs2)cc1NC(=O)c1ccco1	i	0.0	-2	-1	2	-2	1	0	-6
Cc1ccc(-c2nc3ncccc3o2)cc1NC(=O)c1ccc([N+](=O)[O-])o1	i	.	5	-8	3	-2	2	-4	12
OC(CCN1CCCCC1)(c1ccccc1)C1CCCCC1 (stereo not given)	i	-0.6	-3	5	3	-1	-5	0	-1
CCOc1ccc(N(CC(=O)NCCSc2ccccn2)S(C)(=O)=O)cc1	i	1.2	0	0	-1	-5	2	2	2
FC(F)(F)c1ccccc1CN1CCCC(N2CCN(c3ccccc3)CC2)C1 (stereo not given)	i	-0.3	-1	0	-6	14	5	-1	0
CC(C)(C)NS(=O)(=O)c1cc(C(=O)Nc2sccc2C#N)ccc1Cl	.	4.3	-1	-126	31	-8	-22	-4	-69
CCOC(=O)C1=NNC2(c3ccc(C)cc3)C(=O)N(c3ccccc3)C(=O)C12 (stereo not given)	i	0.9	3	-10	0	1	-4	-2	1
CC(=O)[C@H]1CC[C@H]2[C@@H]3CC=C4C[C@@H](O)CC[C@]4(C)[C@H]3CC[C@]12C	i	0.1	1	0	4	3	-3	-2	12
CCOc1ccc(CN2CCCC(CNC(=O)c3ccc(F)cc3)C2)cc1CO (stereo not given)	i	-1.3	2	-7	-3	-7	1	-5	3
Cc1[nH]c(=O)[nH]c(=O)c1/C=N/NC(=O)[C@@H](NC(=O)OC(C)(C)C)C(C)C	i	0.6	-1	-6	-4	-6	.	-13	-5
Cc1cc(OCC(=O)OCC(=O)Nc2cc(C(F)(F)F)ccc2N2CCOCC2)ccc1Cl	i	-1.8	-2	-3	0	-3	1	-3	5
O=C(CNS(=O)(=O)c1cccs1)N1CCCCC1	i	-0.6	6	6	1	-1	-1	0	8

(next part)
SMILES	Rpn11 inh	MsrA inh	Rin1 Abl inh	eLon inh	CSN deneddyl inh	FAS TE block	MT1-MMP act inh	MsrA act	PABP1 MLLE inh
O=C(CSc1nnc(-c2cccnc2)o1)Nc1ccc(F)cc1	i	0.2	0	-5	-1	-7	5	-2	34
COC(=O)[C@H](CC(C)C)NC(=O)c1cc2c(cn1)[nH]c1ccccc12	i	0.6	6	-10	-1	7	-4	-4	21
CCCc1nc(SCC(=O)N2CCC(C)CC2)c2c(=O)n(C)c(=O)n(C)c2n1	i	0.7	0	4	3	5	7	-2	1
O=[N+]([O-])c1cc(C(F)(F)F)ccc1NCCCCNS(=O)(=O)c1ccc2ccccc2c1	i	0.3	-2	-3	0	29	8	-1	-6
CCn1c(C)c(C)c2cc(C(=O)N3CCN(c4ccccc4)CC3)ccc21	i	0.3	-2	-10	2	12	11	2	-27
Fc1ccccc1CNc1ccc(Cl)c(Cl)c1	i	0.0	3	8	-3	38	-1	-8	-6
CCN(CC)C(=O)C(=O)c1cn(CC(=O)NCC2CCCO2)c2ccccc12 (stereo not given)	i	0.8	2	-9	0	-4	-2	-12	3
CCC(=O)NC(=S)Nc1ccc(OC)cc1OC	i	0.1	-3	10	1	-13	-1	-3	0
COC(=O)c1cc(NC(=O)c2cccc(C(F)(F)F)c2)c(=O)oc1C/C=N/OCc1cccc(Cl)c1Cl	.	1.2	4	-39	15	15	-84	-3	-44
CCCCC1CCC(C(=O)OCC(=O)N(CCOC)c2c(N)n(Cc3ccccc3)c(=O)[nH]c2=O)CC1 (stereo not given)	i	-0.4	2	-2	2	-3	1	3	-17

Rewritten with two lines to a compound: 2 of the compounds above.
Fields – Rpn11 inh | MsrA inh | Rin1 Abl inh | eLon inh | CSN deneddyl inh | FAS TE block | MT1-MMP act inh | MsrA act | PABP1 MLLE inh
> Cc1[nH]c(=O)[nH]c(=O)c1/C=N/NC(=O)[C@@H](NC(=O)OC(C)(C)C)C(C)C
 : i | 0.6 | -1 | -6 | -4 | -6 | . | -13 | -5
> Cc1cc(OCC(=O)OCC(=O)Nc2cc(C(F)(F)F)ccc2N2CCOCC2)ccc1Cl
 : i | -1.8 | -2 | -3 | 0 | -3 | 1 | -3 | 5

Entries above containing an NH in an aromatic ring (eight):
SMILES	Rpn11 inh	MsrA inh	Rin1 Abl inh	eLon inh	CSN deneddyl inh	FAS TE block	MT1-MMP act inh	MsrA act	PABP1 MLLE inh
CCCCn1c(=O)[nH]c(=O)c2c1nc(-c1ccc(OCCC)c(OCC)c1)n2CCOC	i	-0.4	-1	2	-4	5	0	-6	7
Cc1[nH]n(-c2ccc([N+](=O)[O-])cc2)c(=O)c1C=NCCc1ccc(S(N)(=O)=O)cc1	i	3.5	3	-6	3	0	0	-8	14
O=c1c(C=NCC2CCCO2)c(-c2ccccc2)[nH]n1-c1ccc([N+](=O)[O-])cc1 (stereo not given)	i	0.2	0	-1	4	28	4	-3	1
Cn1c(/C=N/Nc2nc3ccccc3[nH]2)nc2ccccc21	i	4.9*	0	-2	-8	-1	12	-1	-53
Cc1cc(C)cc(NC(=S)Nc2ccc3cn[nH]c3c2)c1	i	-0.8	3	-8	8	-10	5	-1	13
Cc1[nH]c(=O)[nH]c(=O)c1/C=N/NC(=O)[C@@H](NC(=O)OC(C)(C)C)C(C)C	i	0.6	-1	-6	-4	-6	.	-13	-5
COC(=O)[C@H](CC(C)C)NC(=O)c1cc2c(cn1)[nH]c1ccccc12	i	0.6	6	-10	-1	7	-4	-4	21
CCCCC1CCC(C(=O)OCC(=O)N(CCOC)c2c(N)n(Cc3ccccc3)c(=O)[nH]c2=O)CC1 (stereo not given)	i	-0.4	2	-2	2	-3	1	3	-17

Outcome played no part in choosing rows; overall some 3.7% were active at least once.
